High-throughput results deposited in PubChem by The Scripps Research Institute Molecular Screening Center.
pPAFAH inh: inhibitors of human plasma PAF acetylhydrolase (pPAFAH); Q13093; recombinant pPAFAH, FP-rhodamine probe fluorescence polarization; inhibition, % at 3.39 µM; hit rate 1.5% among 330,000;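 active = inhibition above the mean inhibition across the screen plus 3 SD, cut at about 25% in these data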;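 also: inhibitors block binding of the rhodamine activity-based probe so polarization drops; 0% = enzyme with DMSO and 100% = wells lacking pPAFAH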
LYPLA2 inh: counter-screen for PME1 inhibitors: inhibitors of human LYPLA2; hit rate 0.38% among 320,000; O95372; AID 2177; recombinant LYPLA2, FP-Rh probe fluorescence polarization; inhibition, % at 5.9 µM;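 active = inhibition above the screen-wide mean plus 3 SD, limit set per campaign, cut at about 26% in these data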;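 also: 0% = LYPLA2 with DMSO and 100% = wells lacking LYPLA2 enzyme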
Target sequence (O95372 whole entry, looked up): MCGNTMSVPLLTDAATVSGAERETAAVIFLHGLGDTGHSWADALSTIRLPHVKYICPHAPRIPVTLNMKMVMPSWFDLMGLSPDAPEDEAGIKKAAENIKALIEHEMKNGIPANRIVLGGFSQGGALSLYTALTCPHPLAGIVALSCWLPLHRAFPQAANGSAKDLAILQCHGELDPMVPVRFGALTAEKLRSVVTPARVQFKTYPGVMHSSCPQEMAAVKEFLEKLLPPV
PAFAH1B2 inh: inhibitors of human PAFAH1B2 | recombinant PAFAH1B2, FP-rhodamine activity probe, fluorescence polarization | inhibition, % at 3.39 µM | hit rate 1.2% among 340,000;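 active = inhibition above the mean of all tested compounds plus 3 SD, cut at about 24% in these data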;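 also: 0% = enzyme with DMSO and 100% = wells lacking PAFAH1B2; many of its hits are not listed in these tables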
Target sequence (P68402 whole entry, looked up): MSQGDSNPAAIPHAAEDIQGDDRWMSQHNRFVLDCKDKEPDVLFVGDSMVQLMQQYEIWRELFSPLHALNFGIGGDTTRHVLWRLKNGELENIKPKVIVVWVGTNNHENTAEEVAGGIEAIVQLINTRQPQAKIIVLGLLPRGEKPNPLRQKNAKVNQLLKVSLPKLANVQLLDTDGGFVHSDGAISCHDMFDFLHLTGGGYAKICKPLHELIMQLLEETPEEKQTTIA
PME-1 inh: blocks human protein phosphatase methylesterase 1; Q9Y570; recombinant PME-1, FP-Rh probe fluorescence polarization; inhibition, % at 5.9 µM; hit rate 0.53% among 320,000; AID 2130;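 active = inhibition above the campaign mean of all compounds plus 3 SD, cut at about 26% in these data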;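 also: competitive labeling of PME-1 active site by serine hydrolase directed probe; 0% = PME-1 with DMSO and 100% = wells lacking PME-1 enzyme; inhibitors block probe labeling so polarization falls and inhibition rises; many of its hits are not listed in these tables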
LYPLA1 inh: counter-screen for PME1 inhibitors: inhibitors of human LYPLA1 | O75608 | recombinant LYPLA1, FP-Rh probe fluorescence polarization | inhibition, % at 5.9 µM | hit rate 0.16% among 320,000;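 active = inhibition above the mean of all tested compounds plus 3 SD, set per campaign, cut at about 14% in these data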;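 also: inhibitors block serine hydrolase probe labeling of LYPLA1 so polarization falls; 0% = enzyme with DMSO and 100% = wells lacking LYPLA1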
PAFAH1B3 inh: inhibitors of human PAFAH1B3 | hit rate 0.28% among 340,000 | AID 492972 | inhibition, % at 3.39 µM | Q15102 | recombinant PAFAH1B3, FP-rhodamine probe, fluorescence polarization;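 active = inhibition above the screen-wide average of all tested compounds plus 3 SD, cut at about 25% in these data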;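 also: 0% = enzyme with DMSO only and 100% = wells lacking PAFAH1B3 protein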
Target sequence (Q15102 whole entry, looked up): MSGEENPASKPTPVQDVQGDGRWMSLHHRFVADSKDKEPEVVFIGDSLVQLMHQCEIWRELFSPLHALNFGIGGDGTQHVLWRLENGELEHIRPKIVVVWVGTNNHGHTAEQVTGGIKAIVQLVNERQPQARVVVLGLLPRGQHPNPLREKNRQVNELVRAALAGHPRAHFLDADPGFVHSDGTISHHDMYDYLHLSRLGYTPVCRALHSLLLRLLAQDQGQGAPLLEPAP
PREPL inhibitor: inhibits the human prolyl oligopeptidase-like enzyme; Q4J6C6; recombinant PREPL, fluorescence polarization activity-based probe; inhibition, % at 5.96 µM; hit rate 0.68% among 320,000; AID 2751; in the data active = inhibition above about 43%;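 also: 0% = enzyme with DMSO and 100% = wells lacking enzyme; many of its hits are not listed in these tables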
GSTO1 counter: GSTO1 inhibition, counter-screen for RBBP9 inhibitors. hit rate 1.1% among 300,000. AID 1974. P78417. recombinant GSTO1, activity-based probe fluorescence polarization. inhibition, % at 5.96 µM;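 active = inhibition above the campaign mean inhibition plus 3 SD, cut at about 35% in these data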;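 also: 0% = GSTO1-1 with DMSO and 100% = wells lacking GSTO1-1 enzyme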
Target sequence (P78417 whole entry, looked up): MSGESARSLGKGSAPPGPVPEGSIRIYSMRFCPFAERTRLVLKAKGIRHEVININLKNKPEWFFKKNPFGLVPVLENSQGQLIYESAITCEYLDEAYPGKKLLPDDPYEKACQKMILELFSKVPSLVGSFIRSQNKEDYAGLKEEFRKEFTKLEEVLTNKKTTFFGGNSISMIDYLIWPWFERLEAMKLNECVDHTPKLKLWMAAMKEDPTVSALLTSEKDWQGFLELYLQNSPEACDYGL
PAD4 FP inh: blocks human protein arginine deiminase 4. Q9UM07. inhibition, % at 6.36 µM. recombinant PAD4, RCA probe fluorescence polarization. hit rate 0.41% among 330,000;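 active = percent inhibition above a cutoff equal to the mean of all tested compounds plus 3 SD, cut at about 15% in these data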;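 also: 0% = PAD4 with RCA probe and DMSO and 100% = probe without PAD4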
An asterisk follows results filed as active. An excerpt; rates above refer to the full screens.

For Cc1cccc(C)c1N(CC(=O)N1CCCC1)S(C)(=O)=O the results were pPAFAH inh 5, LYPLA2 inh 2, PAFAH1B2 inh 7, PME-1 inh -7, LYPLA1 inh 0, PAFAH1B3 inh 6, PREPL inhibitor 0, GSTO1 counter 7 and PAD4 FP inh 0.
O=C(O)c1ccc(C(=O)Nc2ccc(F)cc2)cc1 was read as pPAFAH inh 8, LYPLA2 inh -1, PAFAH1B2 inh -1, PME-1 inh 1, LYPLA1 inh 2, PAFAH1B3 inh 12, PREPL inhibitor -3, GSTO1 counter 1 and PAD4 FP inh -2.
For Nc1nc(SCc2ccccc2)ns1 the results were pPAFAH inh -4, LYPLA2 inh 8, PAFAH1B2 inh 6, PME-1 inh -1, LYPLA1 inh 2, PAFAH1B3 inh -4, PREPL inhibitor 11, GSTO1 counter 2 and PAD4 FP inh 3.
COc1ccc(CN2CCNC(=O)C2CC(=O)N(C)Cc2ccon2)c(F)c1 (centres undefined) was read as pPAFAH inh 1, LYPLA2 inh 9, PAFAH1B2 inh -2, PME-1 inh -2, LYPLA1 inh 3, PAFAH1B3 inh 0, PREPL inhibitor 0, GSTO1 counter -1 and PAD4 FP inh 0.
Screening O=C(CN1C(=O)c2ccc([N+](=O)[O-])cc2C1=O)NCCC1=CCCCC1 returned pPAFAH inh 10, LYPLA2 inh -1, PAFAH1B2 inh 5, PME-1 inh -1, LYPLA1 inh 0, PAFAH1B3 inh 13, PREPL inhibitor 0, GSTO1 counter 9 and PAD4 FP inh 1.
Screening O=C(CN1C(=O)COc2ccccc21)NCCCN1CCCCC1 returned pPAFAH inh 3, LYPLA2 inh 5, PAFAH1B2 inh 1, PME-1 inh -2, LYPLA1 inh 1, PAFAH1B3 inh 4, PREPL inhibitor -1, GSTO1 counter 5 and PAD4 FP inh -3.
`O=[N+]([O-])c1ccc(OCc2cn([C@@H](CO)c3ccccc3)nn2)c(Br)c1` gave pPAFAH inh 5, LYPLA2 inh -4, PAFAH1B2 inh 3, PME-1 inh 3, LYPLA1 inh -3, PAFAH1B3 inh 0, PREPL inhibitor 4, GSTO1 counter 5 and PAD4 FP inh -2.
Screening Nc1cc2nsnc2cc1Br returned pPAFAH inh 4, LYPLA2 inh 87*, PAFAH1B2 inh 43*, PME-1 inh 47*, LYPLA1 inh 76*, PAFAH1B3 inh 59*, PREPL inhibitor 46*, GSTO1 counter 92* and PAD4 FP inh 78*.
O=C(O)CN1C(=O)/C(=C\c2cc(Br)ccc2OCc2ccccc2F)SC1=S was read as pPAFAH inh 52*, LYPLA2 inh 6, PAFAH1B2 inh 4, PME-1 inh 0, LYPLA1 inh 0, PAFAH1B3 inh 5, PREPL inhibitor 12, GSTO1 counter -4 and PAD4 FP inh -2.
For Cc1n[nH]c(=S)n1-c1ccc(Cl)cc1 the results were pPAFAH inh -4, LYPLA2 inh 3, PAFAH1B2 inh 2, PME-1 inh 2, LYPLA1 inh -1, PAFAH1B3 inh 11, PREPL inhibitor 17, GSTO1 counter 5 and PAD4 FP inh 2.
For COc1ccc(Cl)cc1NC(=O)c1nnn(CC(=O)Nc2ccc3c(c2)OCO3)c1N the results were pPAFAH inh -13, LYPLA2 inh -39, PAFAH1B2 inh -10, PME-1 inh -31, LYPLA1 inh -15, PAFAH1B3 inh -14, PREPL inhibitor -9, GSTO1 counter -17 and PAD4 FP inh 1.
`CN1CCN(c2ccccc2NC(=O)c2cc3c(s2)-c2ccccc2OC3)CC1` gave pPAFAH inh 0, LYPLA2 inh -7, PAFAH1B2 inh -2, PME-1 inh -2, LYPLA1 inh -3, PAFAH1B3 inh 2, PREPL inhibitor 33, GSTO1 counter -11 and PAD4 FP inh -2.
`CS(=O)(=O)c1ccc(Cl)c(NC(=O)Cc2c(Cl)cccc2Cl)c1` gave pPAFAH inh 0, LYPLA2 inh -1, PAFAH1B2 inh -1, PME-1 inh -4, LYPLA1 inh -1, PAFAH1B3 inh -2, PREPL inhibitor 3, GSTO1 counter -1 and PAD4 FP inh -6.
CCOC(=O)C1=C(O)C(=O)N(Cc2cccnc2)C1c1ccc(OC)cc1 (centres undefined) was read as pPAFAH inh -1, LYPLA2 inh -3, PME-1 inh 3, LYPLA1 inh 0, PREPL inhibitor 14, GSTO1 counter -4 and PAD4 FP inh 3.
`Cc1ccc2nc(N/C(=N/S(=O)(=O)c3ccc(F)cc3)c3ccccc3)sc2c1` gave pPAFAH inh 7, LYPLA2 inh 6, PAFAH1B2 inh 22, PME-1 inh 1, LYPLA1 inh 0, PAFAH1B3 inh 8, PREPL inhibitor 12, GSTO1 counter -29 and PAD4 FP inh 1.
For CCCCN=Cc1sc2ccc(OCC)cc2c1O the results were pPAFAH inh 10, LYPLA2 inh 10, PAFAH1B2 inh 1, PME-1 inh 1, LYPLA1 inh 4, PAFAH1B3 inh 7, PREPL inhibitor 5, GSTO1 counter -3 and PAD4 FP inh 8.
`COc1cc(/C=N/NC(=O)c2cccc(S(=O)(=O)N3CCOCC3)c2)cc(OC)c1O` gave pPAFAH inh 5, LYPLA2 inh -8, PAFAH1B2 inh 1, PME-1 inh 2, LYPLA1 inh -2, PAFAH1B3 inh 5, PREPL inhibitor -2, GSTO1 counter 5 and PAD4 FP inh 3.
`Cc1[nH]c(C)c(S(=O)(=O)Nc2cccc(Cl)c2C)c1C(=O)N1CCCCC1` gave pPAFAH inh 2, LYPLA2 inh 1, PAFAH1B2 inh 1, PME-1 inh 0, LYPLA1 inh -2, PAFAH1B3 inh 4, PREPL inhibitor -1, GSTO1 counter 7 and PAD4 FP inh -4.
CCOc1nc2ccccc2nc1NS(=O)(=O)c1ccc(Cl)cc1 was read as pPAFAH inh 0, LYPLA2 inh -5, PAFAH1B2 inh 5, PME-1 inh 3, LYPLA1 inh 0, PAFAH1B3 inh 7, PREPL inhibitor -4, GSTO1 counter -5 and PAD4 FP inh 0.
`CCCn1c(N)c(N(CCOC)C(=O)c2cc3c(s2)CCCCC3)c(=O)[nH]c1=O` gave pPAFAH inh 3, LYPLA2 inh -1, PAFAH1B2 inh 2, PME-1 inh -4, LYPLA1 inh 4, PAFAH1B3 inh 12, PREPL inhibitor 6, GSTO1 counter 2 and PAD4 FP inh -6.
`CC(C)NC(=O)N1CCN(c2ccncc2S(=O)(=O)N2CCCCC2)CC1` gave pPAFAH inh 3, LYPLA2 inh 0, PAFAH1B2 inh 8, PME-1 inh 4, LYPLA1 inh -5, PAFAH1B3 inh 7, PREPL inhibitor -3, GSTO1 counter 2 and PAD4 FP inh -3.
For O=S(=O)(c1ccccc1)c1nnn2c1nc(NC1CCN(Cc3ccccc3)CC1)c1ccccc12 the results were pPAFAH inh 6, LYPLA2 inh 0, PAFAH1B2 inh 1, PME-1 inh 0, LYPLA1 inh -4, PAFAH1B3 inh -3, PREPL inhibitor -1, GSTO1 counter -19 and PAD4 FP inh 1.
For COc1ccc(-c2noc(CN(C)C(=O)Nc3ccccc3)n2)cc1 the results were pPAFAH inh 2, LYPLA2 inh 1, PAFAH1B2 inh -2, PME-1 inh 0, LYPLA1 inh -2, PAFAH1B3 inh -3, PREPL inhibitor 2, GSTO1 counter 1 and PAD4 FP inh -1.
Cc1ccccc1C(=O)N1CCN(c2ccccn2)CC1 was read as pPAFAH inh 1, LYPLA2 inh 3, PAFAH1B2 inh -2, PME-1 inh -2, LYPLA1 inh 1, PAFAH1B3 inh 5, PREPL inhibitor 3, GSTO1 counter 2 and PAD4 FP inh -3.
CCOc1ccc2oc(C(=O)N(Cc3nnc(-c4ccccc4Cl)o3)C3CC3)c(C)c2c1 was read as pPAFAH inh 0, LYPLA2 inh -8, PAFAH1B2 inh 4, PME-1 inh -1, LYPLA1 inh -5, PAFAH1B3 inh 1, PREPL inhibitor -31, GSTO1 counter 12 and PAD4 FP inh 0.
`Cc1cc(=O)n(CCO)c(O)c1C#N` gave pPAFAH inh 4, LYPLA2 inh 4, PAFAH1B2 inh 11, PME-1 inh 1, LYPLA1 inh 3, PAFAH1B3 inh 8, PREPL inhibitor -8, GSTO1 counter 0 and PAD4 FP inh -3.
For COCc1ccc(CN2CCC(n3nccc3NC(=O)CCCc3ccccc3)CC2)o1 the results were pPAFAH inh 2, LYPLA2 inh -2, PAFAH1B2 inh 6, PME-1 inh -2, LYPLA1 inh 0, PAFAH1B3 inh 9, PREPL inhibitor 15, GSTO1 counter 3 and PAD4 FP inh -4.
`Cc1cc(NC(=O)CSc2cc(Cl)ccc2Cl)n(-c2ccccc2)n1` gave pPAFAH inh 0, LYPLA2 inh 1, PAFAH1B2 inh 3, PME-1 inh 1, LYPLA1 inh -4, PAFAH1B3 inh 8, PREPL inhibitor 3, GSTO1 counter 6 and PAD4 FP inh -12.
For Cc1ccc(-c2csc(NC(=O)C3CSC4(C)CCC(=O)N34)n2)cc1 (centres undefined) the results were pPAFAH inh 8, LYPLA2 inh 1, PAFAH1B2 inh 0, PME-1 inh 2, LYPLA1 inh 3, PAFAH1B3 inh 0, PREPL inhibitor 1, GSTO1 counter 9 and PAD4 FP inh -7.
For OCC1(Cc2ccc(Cl)cc2)CCN(CCCc2ccccc2)CC1 the results were pPAFAH inh 7, LYPLA2 inh 5, PME-1 inh -2, LYPLA1 inh 0, PREPL inhibitor -25, GSTO1 counter -1 and PAD4 FP inh -2.
CCc1nnc(NC(=O)CSc2ncc(-c3ccccc3)[nH]2)s1 was read as pPAFAH inh 9, LYPLA2 inh 6, PAFAH1B2 inh 5, PME-1 inh 2, LYPLA1 inh 4, PAFAH1B3 inh -3, PREPL inhibitor 16, GSTO1 counter 13 and PAD4 FP inh 6.
For CC(C)=CCC1=C(OCC(=O)O)C(=O)c2ccccc2C1=O the results were pPAFAH inh 12, LYPLA2 inh 8, PAFAH1B2 inh 17, PME-1 inh 21, LYPLA1 inh 2, PAFAH1B3 inh 57*, PREPL inhibitor 13, GSTO1 counter 89* and PAD4 FP inh 28*.
`CCn1nc(C)c(CNC(=O)Nc2ccccc2C(=O)OC)c1C` gave pPAFAH inh 3, LYPLA2 inh -3, PAFAH1B2 inh 2, PME-1 inh -9, LYPLA1 inh 0, PAFAH1B3 inh 5, PREPL inhibitor 6, GSTO1 counter 1 and PAD4 FP inh -7.
COc1ccc(C2SCCN2C(=O)c2ccc([N+](=O)[O-])cc2)cc1 (centres undefined) was read as pPAFAH inh 0, LYPLA2 inh 3, PAFAH1B2 inh 10, PME-1 inh -2, LYPLA1 inh 2, PAFAH1B3 inh 7, PREPL inhibitor 11, GSTO1 counter -1 and PAD4 FP inh -4.
`O=C(CSc1nc2ccccc2s1)Nc1ccc2c(c1)oc1ccccc12` gave pPAFAH inh 7, LYPLA2 inh 4, PAFAH1B2 inh -5, PME-1 inh 15, LYPLA1 inh 5, PAFAH1B3 inh 0, PREPL inhibitor -38, GSTO1 counter -7 and PAD4 FP inh 5.
Screening Cc1ccccc1OCC(=O)NNC(=O)c1ccc(-n2cncn2)c([N+](=O)[O-])c1 returned pPAFAH inh 4, LYPLA2 inh 2, PAFAH1B2 inh -2, PME-1 inh 1, LYPLA1 inh 0, PAFAH1B3 inh 5, PREPL inhibitor 5, GSTO1 counter 0 and PAD4 FP inh -1.
